High-throughput results deposited in PubChem BioAssay by several laboratories.
Hck-Nef inh: blocks Nef-activated human Hck kinase | P08631 | Recombinant Hck-YEEI plus Nef, Z-Lyte FRET kinase assay | inhibition, % at 20 µM | 0.68% of 220,000 active;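 active = Hck-Nef kinase inhibition above about 50%, limit read from the data; inactive = inhibition below that limit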;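 note: 0% = DMSO with Hck plus Nef and 100% = Hck alone without Nef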
TNF necrop inh: TNF-alpha cell death inhibition in Jurkat FADD-/- cells. Jurkat FADD-/- TNF necroptosis rescue, ATP luminescence, 24 h; 0 = TNF only, 100 = no-TNF cells. activation (protection from cell death), % at 10 µM. 0.068% of 220,000 active;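 active = activation, meaning protection from cell death, of at least 50% relative to plate controls; inactive = activation below 50%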;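 note: necroptosis triggered by 40 ng/mL TNF-alpha added together with compound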
PERK inh: blocks human PERK kinase; inhibition, % at 5.6 µM; 0.17% of 220,000 active; Q9NZJ5; CHO PERK-DD fusion, SEAP luminescence translation reporter;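 active = inhibition above the mean inhibition of all tested compounds plus 3 SD, set separately per screening campaign, cut at about 2.9% in these data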;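 note: PERK kinase domain activated by AP20187 dimerizer at 100 nM; 0% = DMSO with dimerizer and 100% = rapamycin at 8.4 µM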
EP2 antag: blocks the human prostaglandin E2 receptor EP2 | P43116 | C6 glioma cells expressing human EP2, cAMP TR-FRET; cells stimulated with saturating PGE2 | AID 1422 | 0.52% of 260,000 active | inhibition, % at 25 µM;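 active = percent inhibition above 40 after rounding to a whole number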;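 note: rat C6 glioma host cells with rolipram phosphodiesterase inhibitor present; the protocol text gives 20 µM as final concentration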
Target sequence (P43116 whole entry, looked up): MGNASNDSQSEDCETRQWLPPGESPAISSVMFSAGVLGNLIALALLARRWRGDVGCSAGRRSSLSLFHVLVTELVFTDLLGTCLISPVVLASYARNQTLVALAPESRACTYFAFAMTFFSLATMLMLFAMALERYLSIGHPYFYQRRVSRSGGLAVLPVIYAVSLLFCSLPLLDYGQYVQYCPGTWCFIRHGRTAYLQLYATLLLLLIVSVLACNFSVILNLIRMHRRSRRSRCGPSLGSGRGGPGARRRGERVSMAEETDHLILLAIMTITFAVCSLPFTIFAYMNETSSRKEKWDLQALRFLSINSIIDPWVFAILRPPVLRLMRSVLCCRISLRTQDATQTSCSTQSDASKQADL
EP2 modulator: modulates human prostaglandin E2 receptor EP2 signaling | 0.83% of 260,000 active | EP2-expressing cells, cAMP HTRF FRET, PGE2 co-stimulation | AID 940 | P43116 | induction, % at 25 µM;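 active = compounds whose cAMP rise, as percent of the full-agonist control response, exceeds 60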;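 note: rat C6 glioma line stably carrying human EP2 under a CMV promoter; the protocol text gives 20 µM as final concentration; 100% = response of wells given 1 µM PGE2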
Runt-SMMHC FRET: Runt domain-CBFb-SMMHC interaction inhibition; inhibition, % at 20 µM; Cerulean-Runt/Venus-CBFb-SMMHC FRET ratio 530/480, 1 h; AID 1434; 0.74% of 220,000 active; Q01196+Q13951;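 active = mean inhibition across duplicate retests at 20 µM reaching about 50%, limit read from the data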;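 note: 0% = DMSO wells and 100% = wells with excess untagged CBFb-SMMHC; inhibitors lower the FRET ratio by blocking Runt binding to CBFb-SMMHC; some results filed as inactive read as strong as hits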
Target sequence (Q01196 whole entry, looked up, the tested form may be a part): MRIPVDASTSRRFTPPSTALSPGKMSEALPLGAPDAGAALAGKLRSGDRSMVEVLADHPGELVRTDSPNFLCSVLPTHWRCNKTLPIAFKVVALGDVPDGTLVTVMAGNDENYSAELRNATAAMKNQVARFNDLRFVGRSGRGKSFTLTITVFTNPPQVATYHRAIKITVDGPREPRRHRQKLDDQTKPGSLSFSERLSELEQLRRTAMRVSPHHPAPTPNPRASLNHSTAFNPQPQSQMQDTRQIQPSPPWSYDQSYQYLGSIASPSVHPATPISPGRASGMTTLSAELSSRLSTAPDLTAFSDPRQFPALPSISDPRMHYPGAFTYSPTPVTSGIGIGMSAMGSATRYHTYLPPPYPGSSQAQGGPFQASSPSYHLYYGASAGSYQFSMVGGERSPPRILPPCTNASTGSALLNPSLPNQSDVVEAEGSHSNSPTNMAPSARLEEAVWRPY
Target sequence (Q13951 whole entry, looked up, the tested form may be a part): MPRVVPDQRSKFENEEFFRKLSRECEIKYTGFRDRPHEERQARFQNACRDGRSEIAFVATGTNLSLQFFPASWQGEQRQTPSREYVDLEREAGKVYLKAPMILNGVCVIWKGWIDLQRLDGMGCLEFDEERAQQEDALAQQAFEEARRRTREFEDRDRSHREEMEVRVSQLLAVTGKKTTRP
zVAD death inh: blocks zVAD induced death of L929 cells | 0.38% of 220,000 active | L929 zVAD necroptosis rescue, ATP luminescence, 24 h; with zVAD 60 µM | AID 1377 | viability rescue, % at 10 µM;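 active = activation, scaled between plate controls, above about 75%, limit read from the data; inactive = activation under that limit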;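 note: 0% = zVAD with DMSO and 100% = DMSO alone without zVAD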
RBBP9 inh: inhibitors of human serine hydrolase RBBP9; O75884; recombinant RBBP9, FP-Rh probe fluorescence polarization; inhibition, % at 7.94 µM; 0.2% of 220,000 active; AID 1515;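 active = inhibition above the campaign mean of all tested compounds plus 3 SD, cut at about 14% in these data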;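 note: plate controls were DMSO wells with RBBP9 for no effect and wells lacking RBBP9 protein for full effect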
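System: RBBP9 protein / Buffer or medium: Tris/NaCl buffer pH 8.0 with 0.1% Pluronic / Probe or stimulus: Serine-hydrolase probe FP-Rh, 375 nM pre-mixing / Dosing: 7.94 µM single dose, 0.794% DMSO / Times: enzyme-compound preincubation 30 min, then probe labeling 45 min, 25 °C / Technique: fluorescence polarization (mP), excitation 525 nm, emission 598 nm / Replication: singlicate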
Runt-CBFb FRET: inhibitors of human RUNX1 Runt domain binding to CBFb; AID 1496; Q01196+Q13951; 0.46% of 220,000 active; inhibition, % at 20 µM; Cerulean-Runt/Venus-CBFb FRET ratio 530/480, 1 h;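 active = inhibition over about 50% at 20 µM in the single-dose screen, limit read from the data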;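 note: 0% = DMSO wells and 100% = excess unlabeled CBFb competitor control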
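Assay system: Cerulean-Runt domain / Medium: Tris 50 mM pH 7.5, KCl, K2SO4, 0.01% BSA / Timing: protein complex preformed 1 h, compound exposure 1 h, room temperature, dark / Measured by: FRET, excitation 422 nm, emission at 530 and 480 nm / Evaluation: loss of energy transfer signal / Control set: 5 µM unlabeled CBFb as full-inhibition high control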
Numbers without * were called inactive; . = not tested or not shown; & = joins results of further samples.

SMILES	Hck-Nef inh	TNF necrop inh	PERK inh	EP2 antag	EP2 modulator	Runt-SMMHC FRET	zVAD death inh	RBBP9 inh	Runt-CBFb FRET
CCN(C(=O)COC(=O)c1cc(C)n(-c2ccc(F)cc2)c1C)C1CCS(=O)(=O)C1 (stereo not given)	-1	-0.2	-0.2	11	-14	-6	0.0	-1	1
CC(C)Cc1nc(N2CCN(C(=O)c3ccco3)CC2)c(C#N)c2c1CCC2	-14	-2.2	-1.7	12	34	-4	-0.6	-2	-3
COc1ccc(-c2cc(-c3ccco3)[nH]c(=O)c2C#N)cc1	28	0.3	1.4	3	-12	86*	2.8	4	22
O=[N+]([O-])c1nn(-c2ccccc2)n(O)c1=NCc1ccc2c(c1)OCO2	0	-2.9	-1.2	18	-10	2	0.6	-4	-3
CC1=NN(C(=O)Cc2ccc([N+](=O)[O-])cc2)C(O)(c2cccnc2)C1 (stereo not given)	1	-0.2	-0.1	3	24	0	-0.4	-9	0
CCOC(=O)CNC(=O)/C(=C\c1ccc(F)cc1)NC(=O)c1ccccc1	18	-1.1	0.9	4	4	.	2.6	12	.
COc1ccc(CNC(=O)/C(C)=C\C(=O)O)cc1	12	0.2	0.3	9	-12	2	-0.6	4	2
Cc1ccc(CSc2nnc(NC(=O)C3COc4ccccc4O3)s2)cc1 (stereo not given)	0	-2.2	2.6	.	-6	0	-0.2	2	-3
c1ccc2oc(-c3[nH]ncc3CN3CCC(N4CCSCC4)CC3)cc2c1	14	1.3	-0.2	5	-6	1	1.4	-2	0
Cc1ccc(C2=NN(CC(=O)NCc3cccnc3)C(=O)CC2)cc1	2	1.4	0.0	5	-14	0	-0.2	-9	1
O=C(Nc1nc(-c2ccc(S(=O)(=O)N3CCCC3)cc2)cs1)c1cccs1	6	-8.8	-1.2	37	-48	-1	1.5	-13	1
CCn1nc(C(=O)N2CCc3ccccc3C2)c2ccccc2c1=O	0	0.1	-0.1	11	17	-1	-0.4	-4	1
COc1cc(/C=C/C(=O)O)cc(S(=O)(=O)NCCO)c1OC	-2	1.3	-0.9	6	14	7	-0.3	-12	1
Cc1cc2c(cc1C)NC(c1cccnc1)C1=C(CC(C)(C)CC1=O)N2 (stereo not given)	1	-0.8	1.0	8&14	8&-19	-4	0.0	4	-10
CNc1ccc(/C=C2\COc3ccccc3C2=O)cc1[N+](=O)[O-]	2	-0.6	2.8	17	-12	-9	-0.1	4	-2
CCN(CC)S(=O)(=O)N1CCC(C(=O)NCCC2=CCCCC2)CC1	23	1.6	0.7	8	-35	2	12	-2	0
O=C(c1ccccc1SCc1ccc(F)cc1)N1CCOCC1	9	-0.8	-1.8	4	16	1	-2.2	-6	0
COCCOC(=O)C1=C(C)Nc2ncnn2C1c1ccc(F)cc1 (stereo not given)	2	-0.2	0.5	14	1	-5	1.1	-5	6
CC1CCCN(S(=O)(=O)c2ccc(NC(=O)CN3CCN(C)CC3)cc2)C1 (stereo not given)	0	-6.9	0.6	5	7	-8	0.5	-12	2
N/C(=N\S(=O)(=O)c1ccccc1)c1ccc([N+](=O)[O-])cc1	-3	-1.5	0.2	6	2	1	-0.1	-7	0
CCOc1ccc(C(=O)N(c2ccccn2)C2CCCCC2)cc1	-15	0.0	-0.3	6	4	2	1.5	-1	-3
Cn1c(NCc2cc(Br)ccc2O)nc2ccccc21	3	2.0	-0.1	11	-19	-9	2.5	-1	-2
CCN1CCn2c1nc(N1CCOCC1)nc2=O	13	-0.8	0.8	11	-3	1	-0.1	-2	-2
O=C(NCC1CCCO1)c1cncc(Br)c1 (stereo not given)	-17	0.3	0.6	6	-5	0	-0.9	0	2
CN(CCO)C1=NS(=O)(=O)c2cc([N+](=O)[O-])ccc21	-8	-1.5	-0.3	7	-4	-1	1.9	-2	1
Cc1ccccc1Nc1nc(=O)c2cc([N+](=O)[O-])ccc2s1	3	5.5	0.6	7	11	-5	0.9	0	2
CCOc1ccc(-n2cccc2C=O)cc1	0	-0.2	1.2	6	12	1	-0.5	0	1
CCN=C1SC(CC(=O)Nc2sc3c(c2C#N)CCCC3)C(=O)N1CC (stereo not given)	6	0.9	-0.2	13	28	-5	26	0	-5
COc1ccc(-c2cc(C(=O)Nc3cc(C)on3)no2)cc1	5	-0.5	0.9	10	1	-1	2.2	-2	0
NNC(=O)CNc1cccc(Cl)c1	18	0.3	0.9	11	22	0	2.1	4	0
CCCCNC(=O)c1cccc(C(=O)NCCCC)c1	0	0.0	-0.2	8	-16	-3	0.1	-1	1
CCCCCC(C(=O)O)C(C)CC(=O)NC1CCCCC1 (stereo not given)	9	-0.8	1.1	12	-1	-4	-0.1	0	-1
CN1CCC(N(C)CC(O)c2ccccc2)CC1 (stereo not given)	18	0.8	0.5	5	-2	1	0.7	-3	0
NC(=O)C1CCN(c2nc(-c3ccc(Br)cc3)cs2)CC1	-1	1.3	0.5	7	-10	1	0.7	-5	-6
Cc1ccc2c(c1)c1c(n2C)C(=O)CCC1	2	-1.8	1.6	4	-16	3	-0.3	1	-3
O=C(Nc1ccccc1)c1ccccc1N=Cc1cccc(O)c1	7	-5.0	0.7	5	2	7	1.0	-12	4
C#CCOCCOCCOCCNc1nc(N2CCN(C(=O)[C@H]([C@@H](C)O)n3cc(CCCCN)nn3)CC2)nc(N2CCN(C(=O)[C@H](C)n3cc(CCCN=C(N)N)nn3)CC2)n1	-7	4.0	-0.2	9	3	-2	4.0	0	2
CC(C)Oc1cccc(C(=O)NC2=NCCS2)c1	-1	1.8	1.6	8&10	-59&-39	1	0.8	-3	-1
O=C(Nc1ccc2nc3n(c(=O)c2c1)CCCCC3)c1ccccn1	5	-0.2	0.1	18	-42	4	2.8	-2	0
CN1CCN(c2ccc([N+](=O)[O-])cc2/C=N/NC(=O)c2ccc(F)cc2)CC1	4	2.1	-1.3	.	-2	-2	-1.2	-5	3
Cc1cc(NC(=O)CSc2nnc3c4c(C)c(C)sc4ncn23)no1	0	-3.0	2.4	12	14	-1	-0.2	1	-1
CS(=O)(=O)N(CC(=O)NCc1ccc2c(c1)OCO2)c1ccc(Cl)cc1	3	0.7	-1.0	21	18&22	-1	-0.4	7	-1
Cn1nc(C(C)(C)C)c([N+](=O)[O-])c1C(=O)Nc1ccccc1	2	0.8	0.4	7	-21	-2	0.7	-2	-4
Cc1ccc(OCCn2c(=S)[nH]c3c(N)ncnc32)cc1	21	-0.6	0.6	5	-6	36	2.8	-10	20
Cc1c(N=N/C(C(=O)Nc2ccccc2)=C(/O)c2ccccc2)c(=O)n(-c2ccccc2)n1C	-1	4.4	0.3	7	-20	-50	1.6	-4	-21
COc1ccccc1NC(=O)N1CCn2c(nc3ccccc32)C1	0	1.1	0.3	7	-3	1	-0.3	2	-4
Cc1ccccc1CSCc1ccc(C(=O)NCCCN2CCOCC2)o1	-2	1.4	1.5	8	-9	-2	0.4	-6	-4
CC1(C)CN(c2ccc(Br)cc2Br)C1=O	15	-0.2	1.4	3	14	-1	-0.5	-3	1
CCOc1ccc(NC(=O)CN(C2CCCCC2)S(C)(=O)=O)cc1	-19	-1.2	-1.0	8	-35	-2	-0.4	-5	4
CC(=O)CSc1nnc(CN2C(=O)CSc3ccc(C(F)(F)F)cc32)n1C	5	-0.2	0.8	7	-13	-3	-0.4	5	-1
COc1ccc(-c2nn(CCC(=O)O)cc2/C=C2\SC(N)=NC2=O)cc1	2	1.5	0.3	7	-3	-11	1.5	-3	2
COC(=O)c1ccc(NC(=O)Nc2ccccc2C)cc1	-4	0.1	-0.8	7	-52	4	21	-10	.
CC(C)CCNC(=O)c1c[nH]c2ccc(S(=O)(=O)N3CCC4(CC3)OCCO4)cc2c1=O	4	1.2	-0.4	6	-29	4	.	-7	-3
O=C(O)CCc1nnc(SCC(=O)Nc2cccc(C(F)(F)F)c2)[nH]c1=O	23	-0.1	0.5	14	34	0	5.7	-6	0
COc1ccccc1-c1cn(S(=O)(=O)c2ccc(C)cc2)nc1N	-10	-1.3	0.1	8	11	-1	-0.1	-2	-1
FC(F)(F)c1nc(N2CCN(c3ccccc3)CC2)nc2c1CCCCC2	-1	0.8	1.2	9	18	0	2.8	-2	-2
CCc1ccc(C(C(=O)NC2CCCCC2)N(C(=O)c2ccccn2)c2cccnc2)cc1 (stereo not given)	16	0.7	1.2	8	-20	.	-1.4	1	.
CCCOc1ccc(C(O)(CCC)CCN2CCCCC2)cc1 (stereo not given)	-6	-2.0	-0.6	16	2	2	-1.0	-3	-5
O=C(Nc1cccc(S(=O)(=O)NCc2ccco2)c1)c1cc(-c2ccccc2)nc2ccccc12	5	0.5	-0.9	5	-34	-3	2.5	-57	0
CC(=O)Nc1ccc(C(=O)N/C(=C\c2ccccc2)C(=O)Nc2cccc(C(=O)O)c2)cc1	18	-0.2	1.6	12	7	-6	1.2	-7	-3
Other entries follow:
SMILES	Hck-Nef inh	TNF necrop inh	PERK inh	EP2 antag	EP2 modulator	Runt-SMMHC FRET	zVAD death inh	RBBP9 inh	Runt-CBFb FRET
Cc1nnc(NC(=O)c2ccccc2Oc2ccccc2)s1	13	20	-0.1	4	29	-4	0.1	-6	0
CCOC(=O)N1CCN(C(=O)c2ccc(N(C)S(C)(=O)=O)cc2)CC1	5	-0.3	-0.4	15	14	-2	0.3	-1	2
O=C(O)c1cc(Cl)c2c(c1)[C@@H]1C=CC[C@@H]1[C@H](c1ccc(S(=O)(=O)N3CCOCC3)cc1)N2	7	0.5	1.2	9	25	-5	0.1	-2	8
CCN(CC)C(=O)c1cc2c(=O)oc3ccccc3c2s1	-2	-4.5	-0.1	35	-9	-1	0.7	1	-1
CCCCSC1=C(C#N)C(c2ccccc2C)CC(=O)N1 (stereo not given)	1	-0.6	-0.3	10	29	2	0.5	-4	3
CCS(=O)(=O)NCc1cn2c(C)csc2n1	1	-2.1	1.3	12	0	2	0.2	-5	-1
CCOc1ccc(NC(=O)N[C@@H](Cc2ccccc2)C(=O)O)cc1	15	-0.9	2.2	5	-12	-2	-0.6	-7	0
CCOC(=O)c1c(C2CCN(C(=O)OCC)CC2)nc2ccccn12	1	-1.6	-0.7	9	17	2	-0.7	-7	0
CCN(CC)C(=O)NC(c1ccc(C)c(F)c1)C(Cl)(Cl)Cl (stereo not given)	3	0.8	-0.3	6	-19	-3	-0.2	-3	2
COC(=O)c1cc(C(=O)N2CCN(c3ccccc3OC)CC2)cc([N+](=O)[O-])c1	15	-10.0	-1.0	2	-16	-1	-2.6	-4	0

Ordered by the number under PERK inh (rising): 3 from the list above.
mol	Hck-Nef inh	PERK inh	EP2 modulator	Runt-SMMHC FRET	RBBP9 inh	Runt-CBFb FRET
Cc1nnc(NC(=O)c2ccccc2Oc2ccccc2)s1	13	-0.1	29	-4	-6	0
Cc1ccc(C2=NN(CC(=O)NCc3cccnc3)C(=O)CC2)cc1	2	0.0	-14	0	-9	1
O=C(O)CCc1nnc(SCC(=O)Nc2cccc(C(F)(F)F)c2)[nH]c1=O	23	0.5	34	0	-6	0

An excerpt, so the mix of outcomes need not match the whole.
